# BCLXL inh: Bcl-xL (human) inhibition. inhibition, % at 10.9 µM. GST-Bcl-xL / FITC-Bim BH3 peptide fluorescence polarization. Q07817. 320,000 compounds, 0.7% hits;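 active = inhibition above the mean of all tested compounds plus 3 SD, cutoff set per campaign, cut at about 30% in these data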;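 note: 0% = DMSO wells and 100% = unlabeled Bim-BH3 peptide competitor; inhibitors lower millipolarization by displacing the labeled peptide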
# Target sequence (Q07817 whole entry, looked up): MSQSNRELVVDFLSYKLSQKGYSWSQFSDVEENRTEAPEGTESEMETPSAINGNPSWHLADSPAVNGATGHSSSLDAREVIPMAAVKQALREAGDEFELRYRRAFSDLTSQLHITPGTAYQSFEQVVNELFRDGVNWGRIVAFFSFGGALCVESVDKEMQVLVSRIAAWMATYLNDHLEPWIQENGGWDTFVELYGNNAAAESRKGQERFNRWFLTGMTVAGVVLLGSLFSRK
# Fam108B inh: counter-screen for RBBP9 inhibitors: inhibitors of mouse Fam108B | 300,000 compounds, 0.33% hits | recombinant Fam108B, FP-Rh probe fluorescence polarization | inhibition, % at 9.51 µM;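 active = inhibition above the screen mean inhibition plus 3 SD, computed separately per campaign, cut at about 18% in these data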;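 note: inhibitors lower polarization as less probe binds the enzyme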
# VLA-4 inh: inhibition in a human VLA-4 binding assay. VLA-4 expressing cells, ligand binding flow cytometry. 330,000 compounds, 0.2% hits. inhibition, % (about 7 µM as worked out from the volumes in the protocol); in the data active = inhibition above about 50%
# MCL1 BIM primary: MCL1-BIM-BH3 interaction inhibition (human) | GST-MCL1 / FITC-Bim-BH3 fluorescence polarization | Q07820 | inhibition, % at 10.9 µM | 320,000 compounds, 0.68% hits;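 active = inhibition above the mean inhibition of all tested compounds plus 3 SD, set per campaign, cut at about 40% in these data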;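 note: 0% = DMSO wells and 100% = unlabeled Bim-BH3 peptide control; higher means more loss of mP so more displacement of Bim peptide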
# MEX-5 binding: C. elegans MEX-5 TCR-2 RNA binding activity; activity score (negative = inhibition of binding), % at 10 µM; Q9XUB2; AID 1832; 300,000 compounds, 0.38% hits; MEX-5/FITC-TCR2 RNA binding, fluorescence polarization; stronger effect = lower value;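 active = inhibition past about -25% in most replicates, and total fluorescence under double the plate's negative control median, limit read from the data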;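 note: 0% = DMSO and -100% = 5 µM competing unlabeled TCR2 RNA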
# CIT2 TOR yeast: alters CIT2-GFP fluorescence in TOR pathway yeast screen; S. cerevisiae CIT2-GFP strain, flow cytometry, 3 h; 100 means same as DMSO wells; GFP response vs DMSO, % at 10 µM; 320,000 compounds, 0.065% hits; AID 2029;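 active = GFP response relative to DMSO above a set limit, near the screen mean plus 3 SD, cut at about 150% in these data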;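 note: ratio of well median GFP fluorescence to mean of DMSO wells on the plate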
# AGP1-GFP MLPCN: modulators of TOR pathway AGP1-GFP in S. cerevisiae | S. cerevisiae AGP1-GFP multiplex flow cytometry, 3 h; GFP as percent of DMSO wells | GFP response vs DMSO, % at 10 µM | 320,000 compounds, 0.02% hits;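 active = GFP response relative to DMSO above a set limit, near screen average plus 3 SD, cut at about 150% in these data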;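 note: median GFP channel fluorescence of the gated AGP1 strain per well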
# GLD-1 TGE inh: GLD-1-TGE RNA interaction inhibition (C. elegans); purified GLD-1 + fluorescein TGE RNA, fluorescence polarization; inhibition, % at 5.96 µM; 320,000 compounds, 0.44% hits; AID 2280;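 active = percent inhibition above a per-plate cutoff, the plate mean of test compounds plus 3 SD, cut at about 30% in these data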;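 note: 0% = DMSO wells with GLD-1 and probe and 100% = wells lacking GLD-1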
# Target sequence (Q17339 whole entry, looked up): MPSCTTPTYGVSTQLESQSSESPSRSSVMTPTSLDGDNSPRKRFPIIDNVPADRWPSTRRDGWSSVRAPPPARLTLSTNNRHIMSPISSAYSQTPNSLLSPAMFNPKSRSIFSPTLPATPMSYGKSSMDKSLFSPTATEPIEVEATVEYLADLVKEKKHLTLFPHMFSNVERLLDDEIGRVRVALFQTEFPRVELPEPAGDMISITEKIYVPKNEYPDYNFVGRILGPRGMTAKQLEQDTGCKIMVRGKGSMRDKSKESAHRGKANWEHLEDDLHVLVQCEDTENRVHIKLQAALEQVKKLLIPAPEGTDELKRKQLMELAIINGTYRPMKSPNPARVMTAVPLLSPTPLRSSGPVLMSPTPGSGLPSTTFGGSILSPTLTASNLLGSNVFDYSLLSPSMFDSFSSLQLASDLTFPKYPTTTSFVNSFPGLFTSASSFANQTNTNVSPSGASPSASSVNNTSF
# GRK2 aptamer HTS: human GRK2 inhibition via aptamer displacement; P25098; bead flow cytometry, FAM-aptamer displacement from GRK2; inhibition of aptamer binding, % at 10 µM; 330,000 compounds, 0.59% hits; AID 488847;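 active = inhibition of aptamer binding above 40%, roughly 3 SD of noise, on plates passing a quality check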;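 note: median bead fluorescence of bound FAM aptamer so fluorescent compounds give negative values; no value below 0 was filed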
# * marks the source's active call; other numbers are inactive results; x = not tested or not shown.
SMILES,BCLXL inh,Fam108B inh,VLA-4 inh,MCL1 BIM primary,MEX-5 binding,CIT2 TOR yeast,AGP1-GFP MLPCN,GLD-1 TGE inh,GRK2 aptamer HTS
COc1cc2nc(SCC(=O)c3ccc(Br)cc3)n3nc(C)nc3c2cc1OC,-9,2,3,-7,-1.7,91,91,2,0
ONC(=Nc1ccccc1Cl)c1ccccc1Cl,-5,-3,20,-8,0.9,88,106,4,0
CCn1c(O)c(N=NC(=S)NCC2CCCO2)c2ccccc21 (centres undefined),4,6,9,6,-0.4,91,90,4,2
N#Cc1c(-c2ccccc2)cc(C2CC2)nc1SCC(=O)O,6,-1,22,1,0.3,96,95,3,5
Cc1ccc(N(CC(=O)NC2CCCC2)C(=O)CCCC(=O)Nc2ccccn2)cc1C,-2,-3,-3,-5,0.5,105,100,1,0
CCOc1ccccc1CNC(=O)C1Cc2cc(S(=O)(=O)N3CCCCC3)ccc2N1C(C)=O (centres undefined),10,-2,-2,10,2.5,106,113,0,4
CCOc1cc(C2C(C(=O)OCC(C)C)=C(C)N=C3SCCC(=O)N32)ccc1OC(C)=O (centres undefined),8,2,-7,-1,-3.0,112,107,2,0
COc1ccc(N(CC(=O)NC2CCCCCC2)S(=O)(=O)c2ccc(C)cc2)cc1OC,1,2,4,7,-0.4,96,96,3,0
CCC(C)c1ccc(N(CC(=O)NC(C)(C)C)C(=O)CNC(=O)c2cccs2)cc1 (centres undefined),5,3,-8,1,-0.4,101,103,5,6
CCN(CC(=O)NC1CC1)S(=O)(=O)c1ccc(OC)cc1,5,7,-7,8,2.0,100,98,0,0
O=C1/C(=C\c2ccc(Br)cc2)SC(=S)N1NS(=O)(=O)c1ccccc1,8,0,6,9,-21,94,94,1,0
COC(=O)c1ccc(NC(=O)CSCc2ccccc2)cc1,6,2,-8,-3,-1.3,89,87,0,0
CC(C)(CNS(C)(=O)=O)SCc1ccc(Cl)cc1,0,-1,10,-1,-1.4,97,97,-5,0
Cc1ccccc1Nc1nnc(SCC(=O)c2ccc(O)cc2O)s1,5,-2,1,8,-1.0,83,69,3,0
Cc1cc(C)c(C(N)=O)c(NCCc2ccccc2)n1,0,4,-4,2,-1.5,108,106,-2,22
COc1ccc(CNC(=O)COc2cccnc2[N+](=O)[O-])cc1OC,0,-8,-18,-3,-2.9,98,89,3,2
CCCC(C(=O)NC1CCCC1)N(CC1CCCO1)C(=O)CNS(=O)(=O)c1ccccc1 (centres undefined),2,-1,-1,-1,-1.4,103,100,8,0
CCCCCCn1c(N2CCC(C(N)=O)CC2)nc2c1c(=O)n(C)c(=O)n2C,6,-1,-1,8,-1.8,87,86,-1,0
CCOC(=O)c1ccccc1Cc1nc2ccccc2c(=O)[nH]1,2,-3,9,6,2.4,97,94,2,3
Cc1ccc(C2CC(=O)N(c3ccc(F)cc3)C3=C2C(=O)CCC3)cc1 (centres undefined),2,4,-22,5,1.1,89,97,4,0
CCn1c(NC(=O)c2ccc(C)cc2)c2ccccc2nc1=O,9,2,-2,10,0.9,113,103,-1,1
COC(=O)Nc1nnc(CCc2ccccc2)s1,5,0,-1,5,-7.8,101,98,4,1
Cc1ccc(C)c(N2CCN(C(=O)CN(C)S(=O)(=O)c3cnc[nH]3)CC2)c1,2,-2,3,7,2.2,109,98,3,2
COc1ccc(NC(=O)CS(=O)(=O)c2ccc(C)cc2)c(OC)c1,-1,1,0,3,1.8,106,104,5,0
O=C(CNC(=O)c1ccc(N2C(=O)c3ccccc3C2=O)cc1)OCC(=O)c1cccc2ccccc12,-3,1,-1,4,0.1,100,92,-1,0
COc1ccc(OCc2nn3c(-c4cccc(OC)c4)nnc3s2)cc1,6,2,16,4,-1.5,95,99,-7,1
O=C(c1cccnc1)N1N=C(c2cccs2)CC1c1ccc(F)cc1 (centres undefined),-1,0,-13,2,-5.8,88,91,2,0
CCOc1ccc(Br)cc1S(=O)(=O)N1CCC(C(=O)O)CC1,9,0,0,1,1.1,105,108,-1,0
CCCN(CCC)C(=O)CSc1nc2ccccc2c(=O)n1C1CCCC1,5,0,1,13,-0.1,115,111,6,1
FC(F)(F)c1cc(N2CCN(Cc3ccccc3)CC2)c2ccccc2n1,0,-1,12,2,0.5,86,91,0,0
COc1cc(OC)cc(C(=O)N/N=C\c2ccoc2)c1,5,3,11,6,-1.3,96,94,-7,5
Cc1cc(=O)[nH]c2c(C)c(Cl)ccc12,3,1,6,2,-1.1,96,103,-1,2
Cc1nnc(NC(=O)CSc2nnc(CC(=O)Nc3ccccc3C)n2C)s1,-4,2,15,-4,-1.3,99,96,0,0
Cc1ccc(N(CC(=O)N/N=C/c2ccc(OC3CSC3)cc2)S(=O)(=O)c2ccccc2)c(C)c1,8,-23,1,6,0.7,105,107,4,1
COc1cc(CN2CCN(CCOCCO)CC2)cc(OC)c1OC,2,3,5,4,0.6,100,103,1,1
O=C(NCC1CCCO1)c1ccc2c(=O)n(-c3ccccc3)c(=S)[nH]c2c1 (centres undefined),6,5,-7,5,0.1,110,105,10,1
COc1cc(NC(=O)CCn2c(=S)oc3ccccc32)cc(OC)c1OC,3,2,3,0,-0.5,96,90,-1,1
O=S(=O)(NCc1cccnc1)c1cccn1-c1ncc(C(F)(F)F)cc1Cl,1,6,5,-3,1.5,100,100,-6,0
COc1cccc(C(=O)Nc2cc(NC(=O)c3cccs3)ccc2C)c1OC,-1,-2,1,-4,0.9,98,98,7,0
Cc1cccc(NC(=O)NCC2CC2)c1,x,x,3,x,-1.6,101,96,x,0
COCCn1c(=NC(=O)/C=C/c2ccccc2Cl)sc2cc(NC(C)=O)ccc21,-3,-9,-5,4,1.0,106,97,-3,0
NC(=O)c1ccccc1NC(=O)CC1(CC(=O)O)CCCC1,10,2,8,0,-0.3,102,97,-1,0
CC(C)Cn1nc(C(=O)NCc2ccccc2CN2CCCC2)c2ccccc2c1=O,8,x,-11,5,x,104,103,-3,0
CN(C)S(=O)(=O)c1cccc(NC(=O)C(c2ccccc2)c2ccccc2)c1,3,-2,8,-3,0.3,105,92,4,0
CC(C)(C)C(C(Oc1ccc(Cl)cc1)n1cncn1)n1nnnc1C(c1cccc(Cl)c1)N1CCCCC1 (centres undefined),5,-4,-4,4,0.0,87,90,3,0
Cc1ccccc1NC(=O)C1CCCN1/C=C/C(=O)C(F)(F)F (centres undefined),4,8,5,-6,-2.9,92,96,3,2
COC(=O)c1cc(S(=O)(=O)N2CCCCC2C)c[nH]1 (centres undefined),4,1,4,-7,1.7,102,102,-5,0
COCCOC(=O)c1c(C)n(C)c2ccc(OC(=O)c3ccccc3F)cc12,1,-5,11,-2,0.7,104,97,3,0
CCN(CCO)Cc1cc(=O)oc2c(C)c(C)ccc12,6,-4,-7,9,-0.7,104,106,4,3
Cc1nnc2sc(COc3ccccc3)nn2c1=O,4,-5,24,19,1.1,104,102,-1,0
Cc1cc(NC(=O)c2cccc3ccccc23)cc(C)c1OCC(=O)N1CCOCC1,3,7,-4,7,2.1,111,108,5,4
COc1cc(S(=O)(=O)N2CCOCC2)ccc1F,4,4,15,2,1.9,104,103,5,4
CCOc1ccccc1CNc1ncnc2ccc(-c3c(C)noc3C)cc12,7,x,0,6,x,98,98,-5,3
COC(=O)c1cn(NC(=O)c2ccccc2[N+](=O)[O-])c(=O)c2ccccc12,5,2,6,-4,x,104,108,0,0
NC(=O)CCCn1c(C(=O)c2ccc(Cl)cc2)c2ccc([N+](=O)[O-])cc2[n+]1[O-],2,4,-12,0,-2.8,97,92,6,5
CCc1ccc(NC(=O)CC2C(=O)Nc3c2c(=O)n(C)c(=O)n3C)cc1 (centres undefined),-1,-1,0,1,0.2,97,96,1,0
CCOC(=O)C1=C(CN2c3ccccc3CC2C)NC(=O)NC1c1ccccc1 (centres undefined),4,4,-1,0,1.2,82,82,-3,0
COc1ccc(NC(=O)NC2CCCCCCC2)c(OC)c1,x,x,-6,x,x,98,92,x,1
CCN(CC)S(=O)(=O)c1ccc2c(c1)N(CC(=O)Nc1ccc(NC(C)=O)cc1)C(=O)CO2,-1,-3,-3,2,-0.3,88,81,-5,1
CCOC(=O)c1sc(N)c(C(=O)Nc2ccccc2)c1C,2,0,8,-3,0.8,102,99,1,0

# In the list so far, 12 contain an aryl methoxy group:
SMILES,BCLXL inh,Fam108B inh,VLA-4 inh,MCL1 BIM primary,MEX-5 binding,CIT2 TOR yeast,AGP1-GFP MLPCN,GLD-1 TGE inh,GRK2 aptamer HTS
COc1cc2nc(SCC(=O)c3ccc(Br)cc3)n3nc(C)nc3c2cc1OC,-9,2,3,-7,-1.7,91,91,2,0
COc1ccc(N(CC(=O)NC2CCCCCC2)S(=O)(=O)c2ccc(C)cc2)cc1OC,1,2,4,7,-0.4,96,96,3,0
CCN(CC(=O)NC1CC1)S(=O)(=O)c1ccc(OC)cc1,5,7,-7,8,2.0,100,98,0,0
COc1ccc(CNC(=O)COc2cccnc2[N+](=O)[O-])cc1OC,0,-8,-18,-3,-2.9,98,89,3,2
COc1ccc(NC(=O)CS(=O)(=O)c2ccc(C)cc2)c(OC)c1,-1,1,0,3,1.8,106,104,5,0
COc1ccc(OCc2nn3c(-c4cccc(OC)c4)nnc3s2)cc1,6,2,16,4,-1.5,95,99,-7,1
COc1cc(OC)cc(C(=O)N/N=C\c2ccoc2)c1,5,3,11,6,-1.3,96,94,-7,5
COc1cc(CN2CCN(CCOCCO)CC2)cc(OC)c1OC,2,3,5,4,0.6,100,103,1,1
COc1cc(NC(=O)CCn2c(=S)oc3ccccc32)cc(OC)c1OC,3,2,3,0,-0.5,96,90,-1,1
COc1cccc(C(=O)Nc2cc(NC(=O)c3cccs3)ccc2C)c1OC,-1,-2,1,-4,0.9,98,98,7,0
COc1cc(S(=O)(=O)N2CCOCC2)ccc1F,4,4,15,2,1.9,104,103,5,4
COc1ccc(NC(=O)NC2CCCCCCC2)c(OC)c1,x,x,-6,x,x,98,92,x,1

# Source: PubChem (several laboratories)
